TGFb SMAD3 inh: qHTS for Inhibitors of TGF-b; AID 588855, 2011; HepG2 CAGA-GFP TGF-b/SMAD3 reporter, GFP fluorescence, 18 h; TGF-beta stimulated, 500 pg/mL final; 410,000 compounds, 1.2% hits; Potency, µM (doses to about 46.1 µM), inactives show at the highest dose activity, negative = inhibition, hits mostly inhibitors; note: potency is the fitted concentration of half-maximal effect; % is set by controls: 0 for no effect and ±100 for the full control effect; nearly all actives have a fitted effect of over 65% in size
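Smad-responsive CAGA-GFP expression was quantified in HEPG2 cells exposed to compounds and 500 pg/mL final TGF-beta for 18 h at 37 degrees C; unstimulated wells defined full inhibition.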
Mm-Cpn inhibitor: Inhibitors of TCP-1 ring complex (TRiC) of Methanococcus maripaludis (MmCpn): qHTS; purified Mm-Cpn ATPase, ADP Transcreener TR-FRET; Potency, µM (titrated, usually from 76.9 µM), for inactives: at the highest dose activity, negative = inhibition, actives largely listed as inhibitors; Chaperonin Mm-Cpn (Methanococcus maripaludis); 330,000 compounds, 0.031% hits; AID 504842, 2011; note: potency is the fitted concentration of half-maximal effect; % is set by controls: 0 for no effect and ±100 for the full control effect; nearly all actives have a fitted effect of over 80% in size
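ATPase turnover read by TR-FRET ADP competition (Eu cryptate antibody/ADP-d2, 665/590 nm): 10uM ATP final, 25nM Mm-CPN final, 30 min 37degC after 10-min compound preincubation, pH 7.4 Tris/KCl/MgCl2/DTT buffer.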
Nrf2 block: Nrf2 qHTS screen for inhibitors | Potency, µM (series often up to 46 µM), without a hit: at the top dose activity change, negative = inhibition, usual class: inhibitors | 360,000 compounds, 2.1% hits | AID 504444, 2011 | A549 ARE-Fluc reporter, luciferase luminescence, 18-24 h; note: potency is the fitted concentration of half-maximal effect; % is set by controls: 0 for no effect and ±100 for the full control effect; nearly all actives have a fitted effect of over 60% in size
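Cells were seeded and rested 2 h, then exposed to compounds for 18-24 h. CellTiter-Fluor was read first as a viability measure. BugLite was added 15 min before the final luminescent read of ARE-luciferase activity in A549 cells.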
A549 viability: Nrf2 qHTS screen for inhibitors: counterscreen for cytotoxicity | A549 ARE-Fluc cells, CellTiter-Fluor viability, 18-24 h | Potency, µM (series often up to 46 µM), for the others: at the top dose activity change, negative = cytotoxicity, hits mostly inhibitors | 390,000 compounds, 0.16% hits | AID 504648, 2011; note: potency is the fitted concentration of half-maximal effect; % is set by controls: 0 for no effect and ±100 for the full control effect
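A549 ARE-Fluc cells in 5% FBS OPTI-MEM, 5000 cells/well, rested 2 h then exposed to compounds in concentration-response for 18-24 h at 37 °C. Viability by CellTiter-Fluor fluorescence (Ex 405/Em 525) after 30 min; luciferase luminescence (BugLite, 15 min, RT) read afterwards.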
CCT chaperon mod: High-Throughput Screening for Modulators of Cytosolic Chaperonin Activity. purified chaperonin ATPase assay, HTRF ADP detection, 30 min. activity change, % (concentration not given with the values), hits read low. 360,000 compounds, 0.3% hits. AID 651819, 2012; in the data active = activity change below about -30%; note: % is set by controls: 0 for no effect and ±100 for the full control effect
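TRiC (40 or 20 nM final, by batch activity) in 30 mM Tris pH 7.4, 100 mM KCl, 5 mM MgCl2, 1 mM DTT was treated with compound at 76 uM single dose, then 10 uM ATP, 30 min at 37 °C. ADP was read by HTRF Transcreener.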
Abeta rescue: qHTS for compounds that reverse cellular toxicity of Amyloid beta (A-beta) peptide in yeast: Primary Screen. yeast expressing A-beta42, growth rescue, OD600, 48 h; response scale: 0% DMSO, 100% iron-clioquinol control. Potency, µM (top dose mostly 46.1 µM), for inactives: at the top dose growth rescue, usual class: activators. 410,000 compounds, 0.063% hits. AID 1347071, 2019; note: potency is the fitted concentration of half-maximal effect; nearly all actives have a fitted effect of over 55% in size
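Growth rescue measured by 600 nm absorbance after 48 h yeast culture at 30 C with compound. Values normalized between DMSO and an equimolar ferric chloride plus clioquinol control.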
HepG2 viability: qHTS for Inhibitors of TGF-b: Cytotox Counterscreen. HepG2 CAGA-GFP viability, ATP luminescence, 18 h. Potency, µM (top dose mostly 46.1 µM), inactives show top-dose activity change, negative = cytotoxicity, most hits filed as cytotoxic. 410,000 compounds, 0.76% hits; note: potency is the fitted concentration of half-maximal effect; some results filed as inactive show a strong effect at the top dose
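CellTiter-Glo luminescence gave cytotoxicity after 18 hours at 37 degrees C. The cells were HepG2 CAGA-GFP in 1% FBS DMEM, stimulated with 500 pg/mL TGF-beta after compound addition. %Activity was normalised to no-cell wells (complete cell-killing) and DMSO (no toxicity), and curves were fitted and classified.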
Nrf2 ARE act: qHTS of Nrf2 Activators | 410,000 compounds, 0.31% hits | Potency, µM (series often up to 46.1 µM), inactives show top-dose activation, most hits filed as activators | AREc32 ARE-luciferase reporter (MCF7-derived line), luminescence, 24 h; note: potency is the fitted concentration of half-maximal effect; % of control where 0% means no effect; nearly all actives have a fitted effect of over 65% in size
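ARE activation measured as luciferase luminescence (Steady-Glo, 30 min RT) in AREc32_Fluc cells after 24 hr compound exposure at 37 deg C, 5% CO2; cells seeded overnight at 1000/well in OPTI-MEM, 5% FBS.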
Akt phos inh: HTS Assay for Inhibitors of Akt Phophorylation: Primary Screen; Neuro2A IGF-stimulated pAkt S473 HTRF, 20 min; active compounds read low; activity change, % for hits at 50 µM; 360,000 compounds, 0.32% hits; AID 651550, 2012; in the data active = activity change below about -80%; inconclusive = mostly about -51% to -80%; note: % is set by controls: 0 for no effect and ±100 for the full control effect
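Single-point screen (50 µM final compound) in Neuro2A cells stimulated 20 min with 6 nM IGF at 37 deg C. After lysis, Ser473-phosphorylated Akt read by HTRF (ex 330 nm, em 615/665 nm) as the 665/615 ratio.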
The depositor's hits bear a star; i = inactive; ? = inconclusive; . = no result given; & = joins results of further samples; [ ] = remark or other dose. Unless noted, calls come from the whole dose curve; as a rule, active = well fitted curve in the direction sought with a large enough effect; inconclusive = small, poorly fitted or top-dose-only effect, or another doubt; inactive = no such curve, though single readings can be large; an effect the other way counts as inactive or inconclusive.

SMILES	TGFb SMAD3 inh	Mm-Cpn inhibitor	Nrf2 block	A549 viability	CCT chaperon mod	Abeta rescue	HepG2 viability	Nrf2 ARE act	Akt phos inh
CN(C)C(=O)Oc1ccc(C(=O)c2ccccc2)cc1	-12.6%	0.8%	-29.2%	5.4%	0.4	-0.2%	-20.4%	2.4%	i
N=Cc1c(O)n(-c2cccc(Cl)c2)c(=O)[nH]c1=O	1.6%	-6.4%	?	?	-1.6	11.3%	-1.1%	-0.6%	i
CCN(CC)CCSc1nc2ccccc2c(=O)n1-c1ccc(Cl)cc1	-25.0%	.	2.2%	-7.6%	.	-14.0%	-28.5%	10.1%	.
Cc1cccc(N2C(=O)NC(=O)C3(Cc4cc(C)ccc4N(C)C3)C2=O)c1 (configuration not stated)	-21.5%	0.2%	16.7%	-4.6%	-5.7	-24.0%	-1.1%	2.5%	i
COc1cccc(N2C(=O)NC(=O)/C(=C\c3ccc([N+](=O)[O-])s3)C2=O)c1	-5.7%	-2.7%	-43.4%	?	-7.0	-43.5%[inhibitor]	2.7%	8.7%	i
CCCCn1c(O)c(C=NCCCN(CC)CC)c(=O)[nH]c1=O	-2.5%	1.1%	-5.8%	-9.0%	-0.8	11.5%	3.5%	3.3%	i
CC(=O)O[C@H]1C[C@@H]2OC3C=C(C)CCC3(C)[C@@]1(C)[C@@]21CO1 (some centres not stated)	1.26µM*	.	6.51µM*	.	-0.7	-79.8%[inhibitor]	2.1%	-2.0%	i
CN1CCN(c2ccc([N+](=O)[O-])c(N3CCCCC3)c2)CC1	-0.2%	-7.4%	7.2%	-0.9%	1.8	-5.7%	-27.7%	2.3%	i
COc1ccc(Br)cc1CNCCc1cccc(Cl)c1	?	1.3%	?	-11.5%	-1.0	20.7%	-62.0%	0.1%	i
CCn1c(=O)n(CC(=O)N2CCC3(CC2)OCCO3)c(=O)c2ccccc21	12.8%	0.5%	-13.2%	-1.8%	-1.1	9.2%	-0.9%	-0.2%	i
CCOP(=S)(NN(Cc1ccccc1)C(=O)c1ccccc1)OCC	-8.9%	1.0%	-5.8%	-4.8%	-4.8	18.8%	-5.5%	0.4%	i
Cc1cccc(N2C(=O)NC(=O)/C(=C\c3cnc(-c4ccccc4)nc3)C2=O)c1	0.0%	2.9%	20.9%	2.8%	-0.1	-7.2%	10.2%	4.0%	i
COc1ccc(NC(=O)CN2C3CCC2CC(O)(c2cccnc2)C3)cc1OC (configuration not stated)	-8.1%	-1.5%	6.1%	4.1%	-1.2	-7.1%	0.1%	-0.2%	i
O=C(c1cc([N+](=O)[O-])ccc1N1CCNCC1)N1CCOCC1	-4.3%	0.5%	2.4%	-3.0%	-2.4	-8.1%	1.3%	-1.9%	i
Cc1ccc(C)c(OCc2cc(C(=O)N3C[C@H]4C[C@@H](C3)c3cccc(=O)n3C4)no2)c1	-2.0%	-5.0%	0.3%	13.0%	1.2	10.6%	-17.6%	2.6%	i
O=C(NCCN1CCC2(CC1)C(=O)NCN2c1cccc(F)c1)c1ccc2ccccc2c1	.	.	.	.	-0.6	-6.5%	.	-1.3%	i
O=C(O)CCn1cc(C=C2C(=O)NC(=S)NC2=O)c(-c2cc3ccccc3oc2=O)n1	6.5%	-5.2%	-12.5%	2.2%	-1.1	15.4%	2.0%	-0.6%	i
CCn1cc2nc(SCc3cccc(C(F)(F)F)c3)n(Cc3ccc(OC)cc3)c(=O)c2n1	?	.	23.1µM*	-20.5%	.	-7.2%	-27.5%	3.5%	.
Oc1cc2c(cc1CN1CCN(c3ccccc3)CC1)CCC2	-1.2%	1.7%	?	-6.7%	-1.0	-0.6%	-32.9%	-0.4%	i
CCOC(=O)Cn1cc(/C=N/NC(=O)CC#N)c2ccccc21	?	-1.3%	3.3%	-3.4%	-2.2	-3.5%	-19.6%	4.1%	i
CC(C)Cc1[nH]c(=O)c(C#N)c2c1CCC2	22.7%	-0.5%	0.4%	-3.5%	-0.8	21.5%	1.2%	-0.8%	i
C[C@H](CO)N1C[C@H](C)[C@H](CN(C)C(=O)Oc2ccccc2)OCc2cnnn2CCCC1=O	4.8%	.	.	.	1.0	-0.7%	-10.4%	-0.6%	i
CCC1(OC(=O)CN)C(=O)OCc2c1cc1n(c2=O)Cc2cc3ccccc3nc2-1 (configuration not stated)	2.24µM*	-9.7%	0.581µM*	?	-9.6	-12.4%	-20.1%	-0.1%	i
CC12CCC3C(CCC4(O)CC(O)CCC34C=NO)C1(O)CCC2C1=COC(=O)C1 (configuration not stated)	1µM*	.	0.058µM*	?	-1.5	2.9%	-42.5%	-2.6%	i
CCC(C)n1c(O)c(C=NC(C)c2ccccc2)c(=O)[nH]c1=S (configuration not stated)	15.1%	-2.8%	-15.7%	1.6%	0.0	-20.1%	-3.4%	1.7%	i
CCc1ccc(Nc2nc3c(S(=O)(=O)c4ccc(C)cc4)nnn3c3ccsc23)cc1	-2.0%	.	?	-11.6%	.	-5.1%	-23.4%	0.5%	.
COC(=O)C1=C(c2ccccc2OCc2ccccc2)C[C@@H]2CC[C@H]1N2C(=O)NCc1cccc(C(F)(F)F)c1	-27.5%	-2.2%	16.4µM*	-16.2%	-0.6	2.4%	-15.2%	-1.0%	i
CCCCn1c(C)c(C(=O)OCC)c2c(CN3CCOCC3)c(O)ccc21	0.6%	-0.8%	-25.6%	-15.1%	-0.5	6.7%	-27.3%	2.4%	.
O=c1[nH]c(=O)n(Cc2ccco2)c(O)c1C=NCc1cccs1	?	.	9.6%	1.2%	0.4	4.3%	-9.5%	5.2%	-92.9%*
CC(C)(C)c1[nH]nc2c1C(c1ccoc1)C(C#N)=C(N)O2 (configuration not stated)	-5.4%	2.4%	.	-2.4%	-9.0	12.7%[9.22 µM]	5.9%	?	i
Cc1ccc(C)c(-n2c(C)nc3ccccc3c2=O)c1	-0.1%	0.7%	-2.2%	0.8%	1.1	1.7%	-0.2%	-1.0%	i
CCOc1cccc(N2C(=O)/C(=C/c3ccco3)C(=O)NC2=S)c1	16.2%	-2.7%	1.2%	-15.3%	-3.5	-1.5%	0.6%	-0.8%	i
COC(=O)C1=C(c2cccc(OC)c2OC)C[C@@H]2CC[C@H]1N2C(=O)NCc1ccc(F)cc1	13.6%	.	8.6%	-0.9%	-2.1	21.9%	1.1%	0.2%	i
COC(=O)C1=C(c2ccc(F)cc2F)C[C@@H]2CC[C@H]1N2C(=O)NCC1CC1	-9.6%	0.4%	-5.4%	-4.1%	-1.3	7.1%	1.7%	-0.6%	i
O=S1(=O)CCN(CCc2c[nH]c3ccccc23)CC1	-9.1%	1.3%	?	4.8%	2.7	7.4%	-19.3%	0.2%	i
COC(=O)C1=Nc2ccccc2/C1=C\c1c(O)n(-c2ccc(Br)cc2)c(=O)[nH]c1=O	-1.0%	3.1%	-6.7%	1.7%	0.8	-11.0%	5.5%	3.9%	i
COc1ccc(Cl)cc1NC(=O)CCn1c(=O)oc2ccccc21	?	-2.5%	?	-3.1%&-3.5%	1.2	0.7%&22.2%	15.0%&-2.7%	9.5%&4.2%	i
CCN1c2nc3ccccn3c(=O)c2CC2(C(=O)N(C)C(=O)N(C)C2=O)C1C (configuration not stated)	-10.9%	1.0%	-8.3%	-1.7%	-2.6	11.9%	-1.8%	0.1%	i
CCCCCn1c(=O)c(C(=O)Nc2ncccc2C)c(O)c2ccccc21	16.4%	-13.9%	-9.2%	-14.3%	1.4	-15.3%	-7.4%	0.4%[9.22 µM]	i
Cc1cccc(N2C(=O)NC(=O)/C(=C\c3cc(C)n(-c4sc5c(c4C#N)CCCC5)c3C)C2=O)c1C	7.08µM*	-8.4%	2.6%	-2.6%	-0.4	-2.9%	12.6µM*	7.7%	i
CCc1ccc(NC(=O)Cn2c(=O)oc3cc(S(=O)(=O)N4CCCCCC4)ccc32)cc1	.	.	?	0.5%	.	9.4%	-41.9%	0.4%	.
C=CCn1c(O)c(C(CC)=NCCc2ccccc2)c(=O)[nH]c1=O	-2.5%	-2.8%	-18.8%	-1.3%	2.8	-9.9%	-18.0%	8.0%	.
COc1ccccc1-n1c(-c2ccccc2)nc2ccccc2c1=O	-12.2%	0.6%	-9.0%	-16.2%	-1.0	0.9%	1.4%	2.4%	i
CCOC(=O)C1=C(N)OC2=C(C(=O)CCC2)[C@]12C(=O)N(CC(N)=O)c1ccccc12	15.6%	-0.3%	-20.4%	6.0%	0.3	-8.2%	21.8%	-0.6%	i
O=c1c2ccccc2nc(CN2CCOCC2)n1-c1ccccc1F	-2.9%	-0.3%	5.1%	0.1%	-1.2	22.6%	-2.4%	-0.8%	i
CCN1CCN(c2nc3ccccc3s2)CC1	-2.0%	-2.0%	3.8%	0.3%	-1.7	-0.2%	-14.4%	-0.9%	i
Nc1ccc(Cc2ccc(N)cc2)cc1	-4.4%	.	9.8%	-1.2%	1.1	0.8%	8.5%	4.1%	i

The list is partial; the hit share may differ from the screen's.
